Assay outcomes: PubChem BioAssay, several laboratories
IDE cell activ: human IDE activators in live cells, primary screen, fluorescence polarization, HEK cells, FAbeta-B substrate. Insulin-degrading enzyme (Homo sapiens), P14735. 340,000 tested, 0.073% active. AID 493087, 2011. FAbeta-B cleavage; 0% vehicle, 100% cell-free pure enzyme wells. activation, % at 5.96 µM;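 active = activation above the mean of all tested compounds plus 3 SD, set per screening campaign, cut at about 17% in these data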
HCV NS3 hel inh: inhibitors of HCV NS3 helicase, primary screen, biochemical, Cy5 molecular beacon fluorescence; 290,000 tested, 0.56% active; Hepatitis C virus NS3 helicase; inhibition, % at 10.9 µM; AID 1800, 2009; NS3 helicase DNA unwinding;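 active = inhibition above the mean of all tested compounds plus 3 SD, set per campaign, cut at about 35% in these data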;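 also: 0% = DMSO wells and 100% = thioflavine S control wells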
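Assay system – hepatitis C virus NS3 helicase domain fragment enzyme · Buffer or medium – MOPS pH 6.5, MgCl2, DTT, Tween20, BSA · Reagent – Cy5/quencher beacon DNA duplex and ATP to start · Compound – single 10.9 µM dose · Timing – 1 h at 25 °C · Technique – Cy5 beacon fluorescence read at start and 1 h · Measure – % inhibition of unwinding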
IMP-1 inh: IMP-1 metallo-beta-lactamase inhibitors, primary screen, biochemical, epi-absorbance readout, Pseudomonas aeruginosa enzyme; inhibition, % at 5.6 µM; purified IMP-1, nitrocefin hydrolysis, epi-absorbance fluorescence; metallo-beta-lactamase IMP-1 (Pseudomonas aeruginosa); 290,000 tested, 0.45% active;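 active = inhibition above the mean plus 3 SD of all compounds in the same screening run, cut at about 4.5% in these data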;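 also: 0% = IMP-1 with DMSO and 100% = DMSO wells lacking enzyme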
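System: Purified IMP-1 | Read-out basis: Percent enzyme inhibition | Controls: IMP-1 with DMSO as 0%, enzyme-free DMSO as 100% | Replicates: One well per compound | Doses: 5.6 µM nominal single concentration | Detection: Epi-absorbance fluorescence, 480 nm excitation, 530 nm emission | Incubation: 25 °C, 15 min preincubation, 25 min reaction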
pCIP destab: p/CIP-EGFP fusion destabilizers, primary screen, fluorescence, F442A cells; 16 h; decrease of EGFP signal, % at 10 µM; 290,000 tested, 0.01% active;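 active = EGFP signal decrease of at least 30% at 10 µM or well 3 SD below plate mean, unless failing retest; inactive = the rest, including hits failing retest or dose response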; also: some compounds called inactive have numbers as strong as hits; many of its hits are not listed in these tables
Target sequence (Q05BA5 1-1403): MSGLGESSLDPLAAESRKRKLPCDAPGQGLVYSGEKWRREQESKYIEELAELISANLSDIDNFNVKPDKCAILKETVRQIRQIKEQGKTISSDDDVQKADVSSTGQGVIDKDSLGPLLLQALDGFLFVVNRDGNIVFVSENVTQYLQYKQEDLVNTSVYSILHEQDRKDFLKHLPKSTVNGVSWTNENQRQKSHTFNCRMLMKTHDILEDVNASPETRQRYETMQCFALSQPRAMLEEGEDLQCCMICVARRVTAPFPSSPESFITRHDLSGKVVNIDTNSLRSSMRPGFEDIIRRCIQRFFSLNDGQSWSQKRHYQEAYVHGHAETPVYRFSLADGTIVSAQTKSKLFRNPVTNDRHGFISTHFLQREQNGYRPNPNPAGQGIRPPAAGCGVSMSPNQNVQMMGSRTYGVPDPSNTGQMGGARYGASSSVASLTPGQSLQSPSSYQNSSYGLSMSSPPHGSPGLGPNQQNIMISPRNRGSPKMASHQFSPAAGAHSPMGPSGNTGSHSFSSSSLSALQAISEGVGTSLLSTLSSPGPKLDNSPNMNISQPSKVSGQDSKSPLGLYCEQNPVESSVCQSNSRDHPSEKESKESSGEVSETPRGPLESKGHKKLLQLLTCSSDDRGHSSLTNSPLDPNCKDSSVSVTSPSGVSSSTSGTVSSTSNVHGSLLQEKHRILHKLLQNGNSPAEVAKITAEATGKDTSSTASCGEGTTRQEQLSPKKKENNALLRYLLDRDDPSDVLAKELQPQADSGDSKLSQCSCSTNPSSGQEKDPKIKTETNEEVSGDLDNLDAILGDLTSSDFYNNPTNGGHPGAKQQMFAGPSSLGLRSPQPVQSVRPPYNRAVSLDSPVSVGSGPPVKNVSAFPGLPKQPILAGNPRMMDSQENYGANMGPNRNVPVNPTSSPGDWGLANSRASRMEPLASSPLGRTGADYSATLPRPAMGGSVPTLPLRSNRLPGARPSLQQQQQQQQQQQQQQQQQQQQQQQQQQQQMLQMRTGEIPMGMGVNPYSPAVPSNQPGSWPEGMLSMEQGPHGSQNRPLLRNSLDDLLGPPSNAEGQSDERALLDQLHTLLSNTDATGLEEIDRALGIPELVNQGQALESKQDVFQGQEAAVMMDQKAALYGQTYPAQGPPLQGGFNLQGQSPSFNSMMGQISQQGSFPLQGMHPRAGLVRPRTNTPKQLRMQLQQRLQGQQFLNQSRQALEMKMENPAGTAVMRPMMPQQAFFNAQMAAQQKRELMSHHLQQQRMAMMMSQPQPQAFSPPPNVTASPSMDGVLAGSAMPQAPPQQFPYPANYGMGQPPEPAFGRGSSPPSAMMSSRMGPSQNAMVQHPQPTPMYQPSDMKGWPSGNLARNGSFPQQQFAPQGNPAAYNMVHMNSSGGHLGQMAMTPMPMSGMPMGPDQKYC
PfM18AAP inh: PfM18AAP inhibitors, malaria aminopeptidase, primary screen, biochemical, QFRET, recombinant enzyme; M18 aspartyl aminopeptidase (Plasmodium falciparum 3D7); H-Glu-NHMec fluorogenic cleavage; inhibition, % at 7.35 µM; 290,000 tested, 1.2% active;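 active = inhibition above the campaign mean inhibition over all tested compounds plus 3 SD, cut at about 28% in these data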;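 also: 0% = plate median of test compound wells and 100% = 2 mM ZnCl2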
UBC9 SUMO inh: inhibitors of in vitro SUMOylation cascade, primary screen, biochemical, HTRF, uHTS; HTRF SUMOylation assay, SAE1/SAE2 + UBC9; 290,000 tested, 0.36% active; AID 2006, 2009; inhibition, % at 35 µM; SUMO-conjugating enzyme UBC9 (Homo sapiens), P63279; in the data active = inhibition above about 50%, passing the limit was not always enough; also: strong numbers were not always called active
VIM-2 inhibitor: VIM-2 metallo-beta-lactamase inhibitors, primary screen, biochemical, epi-absorbance readout, Pseudomonas aeruginosa enzyme. purified VIM-2, nitrocefin hydrolysis, epi-absorbance fluorescence. inhibition, % at 5.6 µM. 290,000 tested, 0.89% active;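 active = inhibition above the mean of all tested compounds plus 3 SD, cutoff set per screening run, cut at about 7.5% in these data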;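 also: red hydrolysis product quenches plate fluorescence so inhibitors raise well fluorescence; 0% = enzyme with DMSO and 100% = DMSO without enzyme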
IDE cell inh: human IDE inhibitors in live cells, primary screen, fluorescence polarization, HEK cells, FAbetaB substrate; Insulin-degrading enzyme (Homo sapiens), P14735; FAbetaB cleavage; 320,000 tested, 0.41% active; AID 434962, 2010; inhibition, % at 5.59 µM;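 active = percent inhibition above the average of all tested compounds plus 3 SD, set per screening campaign, cut at about 16% in these data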;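 also: IDE supplied by intact live HEK cells; FP after avidin binding of uncleaved biotin substrate so inhibition keeps polarization high; 0% = DMSO wells and 100% = 60 µM reference IDE inhibitor Ii1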
FID counter: compounds displacing fluorescent DNA intercalator, primary screen, artefact control for HCV NS3 helicase inhibitor project, biochemical, FID fluorescence. DNA fluorescent intercalator displacement. inhibition, % at 7.9 µM. 290,000 tested, 0.17% active. AID 1845, 2009; in the data active = inhibition above about 37%;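 also: 0% = vehicle and 100% = reference compound; higher means more ethidium bromide displaced from hairpin DNA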
Numbers without * were called inactive; . = no result given.

Order of results: FID counter, IDE cell activ, pCIP destab, IDE cell inh, HCV NS3 hel inh, UBC9 SUMO inh, IMP-1 inh, VIM-2 inhibitor, PfM18AAP inh
- CCOc1ncccc1C(=O)Nc1nc(SC)ns1
→ -7, 1, 0, 7, 1, 6, -1.4, 1.6, -1
- CCOc1ccccc1NC(=O)Cc1coc2cc(C)ccc12
→ -16, 3, -6, -4, -4, -8, 2.2, -2.6, -3
- CCc1nc(N)c(C#N)c(-c2ccccc2OC)c1C
→ -14, -2, -22, 5, 3, 11, -2.5, -2.0, 4
- CN(CC(=O)Nc1ccccc1Br)CC(=O)Nc1ccccc1C(F)(F)F
→ -30, 0, -12, -5, 2, 11, 0.1, 0.0, -12
- COc1ccc(CNC(=O)CN2CCC(n3nnc4cc(F)ccc43)CC2)cc1
→ -10, 3, -16, -1, 8, 3, -4.5, 1.2, -3
- Cc1ccc(S(=O)(=O)NCC(C)NS(=O)(=O)c2ccccc2[N+](=O)[O-])cc1 (stereo unspecified)
→ -5, 3, 4, 9, 0, 7, -1.8, -2.7, 0
- CCc1ccc(OCC(=O)N/N=C(\C)c2ccc3c(c2)OCCO3)cc1
→ -6, 8, 4, 0, -8, -1, -1.6, -4.5, 0
- COc1ccc(C2NC(=O)CS2)cc1OC (stereo unspecified)
→ 0, 6, -9, 0, 4, -8, 0.7, -0.1, -2
- CC(=O)N(C(C)=O)N1C(=O)/C(=C/c2ccc(Cl)cc2)SC1=S
→ -2, -4, -10, 4, -6, 10, 1.0, -0.2, 3
- COc1ccccc1CCC(=O)N1CCC(n2nccc2NC(=O)C2CCOC2)CC1 (stereo unspecified)
→ -19, 5, 5, -4, 0, 15, -0.3, 0.7, -14
- CC1(NC(=O)NCCCCCCNC(=O)NC2(C)CCS(=O)(=O)C2)CCS(=O)(=O)C1 (stereo unspecified)
→ -4, 1, 7, 2, 6, 2, -2.0, -3.7, 0
- O=C(CCSCc1cccc(Cl)c1)NCCc1ccc(Cl)cc1
→ -8, 7, -4, -1, -6, -10, -2.7, -1.2, 2
- Cc1cccc(-c2n[nH]c([N+](=O)[O-])n2)c1
→ 1, 0, 15, -4, 6, 4, -1.8, -3.5, -5
- CC(C)C[C@H](CO)Nc1nc(N(C)c2cccc(Cl)c2)c2ncn(C(C)C)c2n1
→ ., 2, -1, 3, ., -7, ., ., .
- Cc1ccc(Cl)cc1N1CCN(S(=O)(=O)c2ccc3[nH]c(=O)c(=O)[nH]c3c2)CC1
→ -23, 7, 3, 4, -6, 15, -1.2, -0.1, 3
- COc1ccc(C(=O)C2CCN(CC(=O)Nc3ccc(C)cc3)CC2)cc1
→ 2, 3, -16, 4, -9, -8, -3.7, -1.1, 5
- O=C(c1ccccc1NS(=O)(=O)c1ccc(F)cc1)N1CCc2ccccc21
→ -27, 0, 1, -4, 0, -4, -1.4, 0.2, 1
- O=C(Nc1ccc(OC(F)F)cc1)c1ccccn1
→ -4, 3, 2, 2, -10, 0, -2.7, -2.4, 0
- COc1cccc(C2CC(c3cccs3)=NN2C(=O)CSC2=NCCS2)c1OC (stereo unspecified)
→ -44, -4, 5, 4, -1, 4, -5.0, -2.3, -2
- O=NC1=C(c2c(O)[nH]c3ccccc23)CCCC1
→ 2, 4, -8, -3, -1, 18, -1.2, 1.2, 25
- Cc1ccc(CN(C(=O)Cc2cccs2)C(C(=O)NC2CCCC2)c2ccncc2)cc1 (stereo unspecified)
→ -26, 3, -4, -4, 2, 10, -4.3, -2.1, 5
- Cc1cc(/C=C(/C#N)c2cccc(Cl)c2)c(C)n1C
→ -5, 2, -4, 6, -14, 8, -1.1, -0.1, 7
- Cc1ccc(NC(=O)Cn2c(=O)c3cccn3c3ccccc32)c(Cl)c1
→ -29, 2, 2, 3, 7, 21, -0.8, -2.0, -2
- CCc1ccc(OCC(=O)OCC(=O)c2ccc3c(c2)NC(=O)CO3)cc1
→ -8, -4, -6, 1, -4, 8, -4.7, -3.1, 0
- Cc1ccc(C(=O)N2CC3(C)CN(C(=O)c4ccc(C)cc4)CC(C)(C2)C3=O)cc1
→ -12, 1, -14, -3, -1, 4, -2.1, -1.5, -3
- O=C(CCN1C(=O)/C(=C\c2ccccc2)SC1=S)N1CCOCC1
→ -15, 1, -20, 1, 3, 2, -0.8, 0.9, -9
- COc1cccc(CN2CCC(n3nccc3NC(=O)CCOc3ccccc3)CC2)c1O
→ 7, 3, 0, 1, -24, 0, -0.8, -0.2, 9
- Fc1ccc(NC(=S)N/N=C/c2ccc(F)c(F)c2)cc1
→ -8, 7, -13, 1, 10, 13, -3.6, -4.3, 7
- Cc1ccc(-c2nnn(CC(=O)N(Cc3cccs3)C(C(=O)NC3CCCC3)c3ccncc3)n2)cc1 (stereo unspecified)
→ -13, -1, -9, -3, -6, -32, -1.9, -0.5, -8
- Cc1cccc(NC(=O)c2sc(Cl)nc2-c2ccccc2)c1
→ -7, 4, 2, -1, 3, -33, -2.5, -3.0, 7
- CCOc1ccc(OCC)c(NC(=O)CSc2nnc(-c3cccnc3)o2)c1
→ -7, -4, -5, 0, 0, 19, -1.7, -1.4, 1
- O=C(CNC(=O)c1ccccc1)OCC(=O)N1c2ccccc2Sc2ccccc21
→ -26, -2, 2, -1, -10, 0, -3.1, -2.6, 7
- Cc1n[nH]c(C)c1CCCOc1ccccc1
→ -3, 1, 1, 5, -4, 10, -1.1, 0.2, 1
- COc1ccccc1NC(=O)Nc1ccccc1C(=O)NCCCN1CCOCC1
→ 12, 0, -1, 7, 14, -5, -0.7, -0.9, 1
- COc1ccc(C2(CNC(=O)c3cccc([N+](=O)[O-])c3)CCOCC2)cc1OC
→ -1, 6, -7, 5, 3, 9, -0.1, 0.5, 0
- CC1CCc2cc(F)cc3c(O)c(C(=O)NCc4ccco4)c(=O)n1c23 (stereo unspecified)
→ 2, 1, -2, ., -8, -7, -0.1, -0.7, -9
- CCc1ccccc1NC(=O)N1CCC(NC(=O)C(Cc2ccccc2)NC(C)=O)CC1 (stereo unspecified)
→ -2, 1, -4, -2, -1, 3, -0.7, -2.2, 1
- Nc1cc(=O)[nH]c(SCC(=O)c2ccc(O)cc2O)n1
→ -2, 0, -4, -1, -11, 21, 0.5, -0.1, 7
- Cc1cccc(N2CCN(C(=O)CN3C(=O)NC(C)(C)C3=O)CC2)c1C
→ -24, 2, -4, 0, 0, 16, -1.9, 0.9, -6
- Cn1c(=O)[nH]c(=O)c2c1nc(NCc1ccccc1)n2CC(O)c1ccccc1 (stereo unspecified)
→ -14, 1, 2, 1, -13, 3, -1.3, 1.4, -22
- C=C(C)C(=O)Nc1cccc(C2=NOC3(C2)C[C@H](C(N)=O)N(C(=O)CC)C3)c1 (stereo partly specified)
→ ., 0, -12, -2, ., 9, ., ., .
- COc1ccc(CCC(=O)Nc2nnc(C(C)(C)C)s2)cc1
→ -15, 2, -2, -1, -1, -4, -1.3, -0.2, -6
- O=C(CCC1CCCN(C(=O)c2ccc3c(c2)OCCO3)C1)NCc1ccccc1F (stereo unspecified)
→ -23, -5, -29, -1, 9, -8, -2.2, -1.8, 0
- Cc1c(Cl)c([N+](=O)[O-])nn1Cc1ccc(C(=O)N/N=C\c2cccc(Br)c2)o1
→ -1, -2, -18, -3, -2, -2, -2.2, -7.3, 0
- O=C(CCNS(=O)(=O)c1cccc2nsnc12)Nc1ccc2c(c1)OCCO2
→ 0, 1, -7, 2, 4, 8, -2.0, -0.5, 0
- CSc1nc(C)cc(OCCNS(=O)(=O)c2cc(C)ccc2C)n1
→ -16, 7, -2, 6, -7, 2, -2.9, -2.9, -2
- CCC(=O)N1CCc2cc(S(=O)(=O)CCC(=O)Nc3ccc(C)c(F)c3)ccc21
→ -5, 0, -3, 9, -2, -1, -2.2, -1.2, -12
- CC(=O)N1CCC2(CC1)C(C#N)=C(N)Oc1n[nH]c(CSc3ccc(C)cc3)c12
→ -26, 2, 3, 3, 15, 2, -4.7, -1.3, 13
- CS(=O)(=O)c1sc2nc(-c3ccccc3)cc(-c3ccccc3)c2c1N
→ -3, 6, -6, 1, 10, 29, 5.4*, -1.3, 5
- O=[N+]([O-])c1ccccc1OCCCNCc1ccccc1
→ 14, -4, -1, -7, 4, 10, 0.9, -1.6, 0
- Cc1cc(C)c(S(=O)(=O)N(C2=NCCS2)S(=O)(=O)c2c(C)cc(C)cc2C)c(C)c1
→ -2, -3, 5, 4, 5, 4, -1.9, 1.1, -17
- O=C(c1ccc(-n2ccnc2)cc1)N1CCCC(CO)(Cc2cccc(Cl)c2)C1 (stereo unspecified)
→ -27, 6, 8, 6, 4, 1, -1.6, 0.5, -6
- O=C(Cn1cncn1)NCc1cc(F)ccc1F
→ 0, 1, 9, 6, -4, -10, -1.9, -3.1, 3
- COc1ccc(N2CCN(c3nc4ccccc4nc3NS(=O)(=O)c3ccccc3)CC2)cc1
→ -10, 7, -12, -1, 3, 22, -1.2, -2.1, -5
- O=C1CC(c2cccs2)Sc2nc3ccccc3n21 (stereo unspecified)
→ 2, 4, -52, -2, -1, 9, -3.4, -2.1, -6
- Cc1ccccc1-c1nnc(CN2CCN(C(=O)c3ccco3)CC2)o1
→ -29, 2, 0, 1, 9, -1, 1.0, 1.8, -2
- COC(=O)C1=C(N)Oc2cc(C)n(Cc3ccccc3)c(=O)c2C1c1ccccc1 (stereo unspecified)
→ -17, 8, 4, 10, -5, 0, -4.6, -2.8, 1
